Bioassay records as filed in PubChem.
UBC9 SUMO inh: blocks human SUMOylation mediated by UBC9; P63279; HTRF SUMOylation assay, SAE1/SAE2 + UBC9, in vitro; inhibition, % at 35 µM; hit rate 0.36% among 290,000; AID 2006; in the data active = inhibition above about 50%, passing the limit was not always enough; note: strong numbers were not always called active
IMP-1 inhibitor: inhibitors of Pseudomonas aeruginosa IMP-1 metallo-beta-lactamase | purified IMP-1, nitrocefin hydrolysis, epi-absorbance fluorescence | inhibition, % at 5.6 µM | hit rate 0.45% among 290,000;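 active = inhibition above the mean plus 3 SD of all compounds in the same screening run, cut at about 4.5% in these data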;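 note: 0% = IMP-1 with DMSO and 100% = DMSO wells lacking enzyme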
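Assay system: purified recombinant IMP-1 beta-lactamase. Input: IMP-1 0.2 nM before substrate addition. Buffer or medium: Zinc- and detergent-supplemented HEPES buffer, pH 7.1. Schedule: 25 °C, 15 min preincubation, 25 min reaction. Signal: Epi-absorbance fluorescence, 480 nm excitation, 530 nm emission. Evaluation: percent inhibition from optical density relative to buffer-blank wells.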
p-CIP stab down: p/CIP protein destabilization; Q05BA5; F442A p/CIP-EGFP cells, EGFP fluorescence, 16 h; decrease of EGFP signal, % at 10 µM; hit rate 0.01% among 290,000; AID 1984;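 active = EGFP signal decrease of at least 30% at 10 µM or well 3 SD below plate mean, unless failing retest; inactive = the rest, including hits failing retest or dose response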; note: some compounds called inactive have numbers as strong as hits; many of its hits are not listed in these tables
Target sequence (Q05BA5 1-1403): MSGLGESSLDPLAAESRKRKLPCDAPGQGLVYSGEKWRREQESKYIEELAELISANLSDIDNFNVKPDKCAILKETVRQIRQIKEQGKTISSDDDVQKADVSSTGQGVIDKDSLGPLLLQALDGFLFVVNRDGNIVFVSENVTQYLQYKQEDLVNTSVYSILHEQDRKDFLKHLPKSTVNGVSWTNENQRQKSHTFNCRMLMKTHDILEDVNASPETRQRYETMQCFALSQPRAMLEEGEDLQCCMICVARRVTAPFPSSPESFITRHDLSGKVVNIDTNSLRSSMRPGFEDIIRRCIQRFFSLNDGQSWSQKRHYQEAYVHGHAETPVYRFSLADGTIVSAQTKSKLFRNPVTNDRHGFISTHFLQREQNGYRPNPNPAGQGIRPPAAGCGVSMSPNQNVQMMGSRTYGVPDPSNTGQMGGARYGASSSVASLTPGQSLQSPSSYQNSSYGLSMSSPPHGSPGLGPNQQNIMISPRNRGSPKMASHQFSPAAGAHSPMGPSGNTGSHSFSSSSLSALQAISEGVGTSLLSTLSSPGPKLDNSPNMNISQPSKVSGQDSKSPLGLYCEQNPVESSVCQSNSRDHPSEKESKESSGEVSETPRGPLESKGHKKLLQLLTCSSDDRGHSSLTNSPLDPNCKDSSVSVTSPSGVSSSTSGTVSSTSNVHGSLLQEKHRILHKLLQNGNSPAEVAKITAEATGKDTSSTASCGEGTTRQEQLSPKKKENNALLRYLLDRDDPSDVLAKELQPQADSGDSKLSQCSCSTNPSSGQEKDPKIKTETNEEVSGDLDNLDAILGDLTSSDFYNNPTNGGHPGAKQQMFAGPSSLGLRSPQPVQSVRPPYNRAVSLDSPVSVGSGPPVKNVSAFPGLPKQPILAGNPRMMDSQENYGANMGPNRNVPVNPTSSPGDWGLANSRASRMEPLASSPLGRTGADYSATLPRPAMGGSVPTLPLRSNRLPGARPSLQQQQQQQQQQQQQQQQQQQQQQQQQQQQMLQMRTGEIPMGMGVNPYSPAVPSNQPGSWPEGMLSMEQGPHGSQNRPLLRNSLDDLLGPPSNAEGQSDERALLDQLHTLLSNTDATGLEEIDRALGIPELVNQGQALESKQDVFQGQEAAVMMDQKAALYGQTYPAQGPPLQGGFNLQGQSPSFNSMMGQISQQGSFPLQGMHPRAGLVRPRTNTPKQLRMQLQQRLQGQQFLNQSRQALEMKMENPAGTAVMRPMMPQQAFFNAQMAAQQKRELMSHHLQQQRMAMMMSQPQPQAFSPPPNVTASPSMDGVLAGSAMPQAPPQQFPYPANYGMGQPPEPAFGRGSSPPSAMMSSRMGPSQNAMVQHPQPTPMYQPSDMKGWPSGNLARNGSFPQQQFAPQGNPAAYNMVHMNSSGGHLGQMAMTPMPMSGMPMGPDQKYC
IDE cell activ: activators of human insulin-degrading enzyme in cells; activation, % at 5.96 µM; P14735; hit rate 0.073% among 340,000; HEK cells, FAbeta-B cleavage, fluorescence polarization; 0% vehicle, 100% cell-free pure enzyme wells; AID 493087;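 active = activation above the mean of all tested compounds plus 3 SD, set per screening campaign, cut at about 17% in these data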
GalR3 antagonist: blocks the human galanin receptor 3; O60755; HEK293 GalR3-CNG cAMP membrane potential fluorescence; galR3 body fused to GalR1 C-terminus; inhibition, % at 3 µM; hit rate 0.44% among 360,000;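 active = inhibition above the screen-wide average plus 3 SD, cut at about 13% in these data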;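 note: forskolin and galanin both at EC90 stimulate the cells; cAMP rise reported by CNG channel membrane potential dye signal; 0% = forskolin plus galanin with DMSO and 100% = forskolin alone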
IDE inh: inhibitors of human insulin-degrading enzyme in cells | P14735 | HEK cells, FAbetaB cleavage, fluorescence polarization | inhibition, % at 5.59 µM | hit rate 0.41% among 320,000 | AID 434962;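 active = percent inhibition above the average of all tested compounds plus 3 SD, set per screening campaign, cut at about 16% in these data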;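 note: IDE supplied by intact live HEK cells; FP after avidin binding of uncleaved biotin substrate so inhibition keeps polarization high; 0% = DMSO wells and 100% = 60 µM reference IDE inhibitor Ii1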
NS3 helicase inh: blocks Hepatitis C virus NS3 helicase unwinding. inhibition, % at 10.9 µM. NS3 helicase DNA unwinding, Cy5 molecular beacon fluorescence. hit rate 0.56% among 290,000. AID 1800;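 active = inhibition above the mean of all tested compounds plus 3 SD, set per campaign, cut at about 35% in these data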;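 note: 0% = DMSO wells and 100% = thioflavine S control wells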
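Control set: DMSO versus 110 µM thioflavine S; Material: NS3 helicase fragment of HCV; Measured by: Cy5 fluorescence at 0 and 60 min, beacon hairpin quenching; Read-out basis: percent inhibition from t60/t0 fluorescence ratio; Times: reaction time 60 min, 25 °C; Repeats: single replicate; Compound dosing: single dose, 10.9 µM nominal final, DMSO 0.8% final.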
VIM-2 inh: inhibitors of Pseudomonas aeruginosa VIM-2 metallo-beta-lactamase; purified VIM-2, nitrocefin hydrolysis, epi-absorbance fluorescence; hit rate 0.89% among 290,000; inhibition, % at 5.6 µM; AID 1527;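 active = inhibition above the mean of all tested compounds plus 3 SD, cutoff set per screening run, cut at about 7.5% in these data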;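 note: red hydrolysis product quenches plate fluorescence so inhibitors raise well fluorescence; 0% = enzyme with DMSO and 100% = DMSO without enzyme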
CRFR2-BP antag: blocks CRF-induced signaling of the CRF-BP/CRF-R2 complex | HEK293 CRF-R2/CRF-BP, CRF-induced calcium fluorescence | inhibition, % at 11.8 µM | hit rate 0.59% among 350,000;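 active = inhibition of the ligand-induced calcium signal above about 50% at the single tested concentration, limit read from the data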
Active calls of the source: *; · = not tested or not shown.

no.	Structure	UBC9 SUMO inh	IMP-1 inhibitor	p-CIP stab down	IDE cell activ	GalR3 antagonist	IDE inh	NS3 helicase inh	VIM-2 inh	CRFR2-BP antag
1	CCN(CC)S(=O)(=O)c1ccc(C(=O)C(C#N)c2ccccn2)cc1 (stereo not drawn)	16	-3.3	-5	2	-4	1	-5	-4.0	6
2	CCOc1cc(/C=C2/C(=N)N3C(=NC2=O)SN=C3S(C)(=O)=O)ccc1OC(=O)c1ccco1	8	-1.6	-18	-24	·	2	2	-1.6	17
3	CCOC(=O)C1CCCN(C(=O)CNC(=O)Cn2ccc3ccccc3c2=O)C1 (stereo not drawn)	5	-1.6	3	5	-6	2	2	-0.6	-1
4	COC(=O)c1ccc(CSc2nc(N3CCOCC3)c3c(c2C#N)CC(C)(C)OC3)o1	26	-3.1	-6	-4	-2	2	-9	-1.5	15
5	CC1(C)Cc2c(C#N)c(NCCN3CCOCC3)nc(-c3ccccc3)c2CO1	11	-3.2	5	5	0	2	-1	-2.0	-10
6	Cc1cc(C(=O)Nc2cccnc2)on1	-6	-1.5	-11	1	5	0	-6	-4.8	-1
7	Nc1c(C(=O)NC23CC4CC(CC(C4)C2)C3)sc2nc3c(c(C(F)(F)F)c12)CCC3	-10	-3.3	-3	3	-4	1	8	-0.3	-43
8	O=S(=O)(c1cccc(-c2nnco2)c1)N1CCOCC1	4	-0.5	8	5	0	4	-2	-3.1	-3
9	CC/C(C)=N/Nc1nc(-c2cc3cccc(OC)c3oc2=O)cs1	29	-0.8	-3	·	-3	3	6	1.4	11
10	Cc1ccc(C)c(N2CCN(C(=S)NC3CCCCC3)CC2)c1	0	-1.7	8	6	-1	1	5	0.9	-1
11	COc1ccc(N=C2C(=Nc3ccc(OC)cc3)N(c3ccc(OC)cc3)C(=S)N2C(=O)c2ccc(OC)cc2)cc1	4	-3.9	-31	4	-5	-4	6	-4.1	-5
12	Cc1ccc(C(=O)Oc2cccc(-n3cnnn3)c2)cc1	0	-3.0	0	-1	1	5	-4	-2.3	-1
13	Cc1[nH]n(C)c(=O)c1C(=O)c1c(-c2c(Cl)cccc2Cl)noc1C	12	-1.5	-10	-5	-3	10	-3	-0.9	7
14	O=C(O)c1ccc(S(=O)(=O)N(Cc2ccccc2)C2CCCCC2)cc1	14	-2.8	-6	-2	-12	-1	6	-3.2	1
15	CCN(CC)S(=O)(=O)c1ccc(C(=O)OCC(=O)NC2CCCC2)cc1	-10	-2.0	-10	2	-8	2	0	-2.0	14
16	Nn1c(SCC(=O)NC2CCS(=O)(=O)C2)nnc1-c1cccs1 (stereo not drawn)	9	-1.0	5	4	-4	-5	2	-2.2	-3
17	C=CCNC(=S)Nc1cccc([N+](=O)[O-])c1	27	-3.3	-5	2	-11	0	-3	-1.4	28
18	CCn1nnc(NC(=O)CSc2ccc(Cl)cc2)n1	-1	0.1	4	-1	·	3	7	-0.9	3
19	COc1cccc(CNC(=O)COC(=O)c2cccc(S(=O)(=O)N3CCN(C(C)=O)CC3)c2)c1	·	·	·	3	-3	-3	·	·	10
20	COc1cc(O)sc1C=Nc1ccc(Cl)cc1Cl	18	-2.5	1	-2	-2	-3	0	-3.0	-7
21	CC(C)CNC(=O)COC(=O)CCC(=O)c1cccs1	-4	-4.5	5	2	-5	-5	4	-2.4	0
22	O=C(Nc1ccccc1)c1ccccc1OCc1ccc(S(=O)(=O)N2CCOCC2)cc1	14	-1.3	10	4	7	3	-15	-1.1	4
23	CSc1nnc(N(CCC#N)CCC#N)s1	12	1.7	-2	-1	-6	3	0	-0.4	5
24	CCOC(=O)c1cccc(NC(=O)CN(c2ccc(OC)cc2)S(=O)(=O)c2c(C)noc2C)c1	-4	-7.0	-7	5	-5	-2	-11	-3.3	-22
25	O=C(c1cc(-c2ccco2)nc2ccccc12)N1CCCC(C(F)(F)F)C1 (stereo not drawn)	·	·	·	2	1	1	·	·	-7
26	Cc1ccc(OCCOc2cccc(/C=N/NC(N)=O)c2)cc1	18	-3.9	-5	-2	-10	5	-8	-3.3	12
27	Cc1cccc(CN2CCN(c3ncccn3)CC2)c1	4	1.2	-9	8	-7	2	18	-0.5	-2
28	CCn1cc(/C=C(\NC(=O)c2ccccc2OC)C(=O)N2CCN(C)CC2)c2ccccc21	8	1.0	-6	0	1	1	-22	-1.5	3
29	CC(CNC(=O)CCc1nnc(CCC2CCCCC2)o1)c1ccccc1 (stereo not drawn)	8	-1.7	2	0	-7	0	-8	0.8	-11
30	COc1ccc(NC(=O)N(C)C[C@H]2Oc3c(NC(=O)Nc4c(C)noc4C)cccc3C(=O)N([C@H](C)CO)C[C@@H]2C)cc1	·	·	·	1	-1	-1	·	·	-21
31	O=C(NCC(=O)N(Cc1ccccc1)C(C(=O)NCC1CCCO1)c1ccccc1)c1ccco1 (stereo not drawn)	7	0.2	-7	-1	-8	1	0	-0.3	-7
32	O=C(CSc1ncn[nH]1)Nc1ccc(OCc2ccccc2)cc1	18	-2.9	-28	-1	-6	3	7	-4.4	-3
33	O=C(c1ccc(Br)o1)N1CCN(c2ncccn2)CC1	3	1.2	2	-6	-2	-3	4	-0.3	-1
34	CC1CCc2cc(F)ccc2N1C(=O)c1cc2nc(-c3ccco3)cc(C(F)(F)F)n2n1 (stereo not drawn)	-1	-3.6	-6	-4	-2	9	-10	-1.5	15
35	CCOc1ccc(NC(=O)Cn2c(=O)n(CCCC(=O)NC3CCN(Cc4ccccc4)CC3)c(=O)c3ccccc32)cc1	-6	-3.4	5	7	-6	-2	-36	0.2	0
36	CCOc1ccc(N2CC(C(=O)NC(C)C)CC2=O)cc1 (stereo not drawn)	-3	-3.8	-21	6	-5	-3	5	-0.3	0
37	COc1cccc(S(=O)(=O)NCC(=O)Nc2ccc(C(C)(C)C)cc2)c1	-8	-1.2	-2	-2	-4	3	-18	-0.6	-7
38	CC(C(=O)Nc1ccc2c(c1)OCO2)N(C)CC(=O)Nc1ccccc1Cl (stereo not drawn)	·	·	·	0	-6	1	·	·	-2
39	COc1cc(NC(=O)c2ccccc2)c(OC)cc1NC(=O)Cc1cccs1	29	1.3	6	·	2	0	11	-2.9	-22
40	CCOc1cc(NC(=O)c2ccco2)c(OCC)cc1NC(=O)COc1ccccc1C	·	-0.3	·	-1	1	-1	8	-4.1	-5
41	CCCCCCCCC(=O)N/N=C(\C)c1cccnc1	-12	-1.5	-23	2	2	-3	0	-5.2	-4
42	Cn1c2c(c(=O)n(C)c1=O)C(c1ccc(Cl)cc1)C(C#N)=C(N)O2 (stereo not drawn)	9	-4.8	3	-4	-4	0	-5	-1.4	-16
43	COc1ccc(OCc2nnc(SCC(=O)N3CCCc4ccccc43)n2-c2ccc(C)cc2)cc1	0	-1.1	5	4	-5	-1	-3	0.9	-1
44	COC(CNS(=O)(=O)c1ccc(S(=O)(=O)NC2CC2)cc1)OC	-11	-3.3	7	0	-11	·	-6	-1.0	-1
45	Cc1cc(C)nc(SCC(=O)Nc2ccc(S(=O)(=O)NCCO)cc2)n1	6	-2.7	-13	0	-6	5	-1	-4.5	-10
46	OC(CCCN1CCCCC1)(c1ccccc1)c1ccccc1	12	-2.5	-3	-1	-4	-2	0	-1.8	10
47	CC(=O)C[C@H]1c2cc(C(F)(F)F)ccc2S(=O)(=O)N1C1CCCC1	·	·	·	4	-4	5	·	·	-10
48	O=C(N/N=C/c1ccc([N+](=O)[O-])o1)C(O)c1ccccc1 (stereo not drawn)	10	-3.5	-12	7	1	1	6	-4.0	-1
49	O=C(O/N=C1\CCCc2ccccc21)c1cccs1	6	-0.7	-4	5	4	-1	13	2.8	-1
50	COc1ccc(CCC(=O)NCc2ccc3c(c2)OCO3)cc1	-26	-1.5	16	4	-10	-1	7	-2.6	3
51	COc1ccccc1NS(=O)(=O)c1cc(NC(=O)CNC(=O)c2cc(C)cc(C)c2)ccc1C	-36	-1.5	-4	-6	-12	13	-8	-1.9	10
52	COc1ccc(C)cc1NC(=O)Nc1ccc(C(=O)N2CCCC2)cc1	5	-1.7	1	-4	-3	6	-4	0.8	-1
53	COc1ccc(Cc2nnc(NC(=O)c3ccc(C)cc3)s2)cc1OC	2	-1.1	-6	6	-4	0	2	-0.1	-4
54	O=C(CCS(=O)(=O)Cc1ccccc1)Nc1nc2c(s1)CCCC2	7	-3.3	5	-5	-8	4	6	0.1	-12
55	COCCCNC(=O)CCc1nnc(Cc2ccc(-c3ccccc3)cc2)o1	8	-2.5	-17	-1	-2	15	6	-2.3	16
56	O=C(CCN1C(=O)/C(=C/c2ccc(Cl)cc2)SC1=S)Nc1cccc(C(=O)O)c1	22	-4.0	-19	-2	-10	4	21	-0.7	25

Carrying on:
no.	Structure	UBC9 SUMO inh	IMP-1 inhibitor	p-CIP stab down	IDE cell activ	GalR3 antagonist	IDE inh	NS3 helicase inh	VIM-2 inh	CRFR2-BP antag
57	COCCCNc1nc2c(c(=O)n(Cc3ccc(Cl)cc3)c(=O)n2C)n1C	-6	-3.5	-14	0	-6	4	1	0.3	-11
58	COC(=O)c1c(NC(C)=O)sc(C(=O)Nc2ccccc2F)c1C	-3	-1.7	-1	4	-2	-5	1	-0.6	5
59	O=C(COC(=O)c1cccs1)NCc1cccs1	-1	-2.7	2	-3	-7	4	14	-1.5	10
60	O=C(CCC1CCCN(Cc2cccc(Cl)c2)C1)NCc1ccccc1F (stereo not drawn)	14	-2.6	-9	-4	0	1	-6	0.0	7
61	O=c1[nH]c2ccc(NC(=S)Nc3ccc(Cl)cc3)cc2[nH]1	18	-1.1	-2	0	6	-3	-8	-2.1	-22
62	COc1ccccc1NC(=O)NCCN1CCNC1=O	13	-1.6	-8	8	-2	1	4	-2.6	5
63	O=C(/C=C/c1ccc(F)cc1)NC(=S)Nc1ccccc1C(=O)NC1CCCCC1	1	0.5	-3	0	-4	4	6	-2.0	33
64	CCC(CC)C(=O)Nc1ccc(C)c(O)c1	-6	-2.0	7	5	0	-5	4	-2.3	-5
65	COc1ccc(NC(=O)CSc2nc3ccccc3c(=O)n2C)cc1	-4	-1.9	-7	8	-10	-2	1	-2.5	10
66	CN(C)c1oc(/C=C/c2ccccc2)nc1C#N	28	-1.8	-4	-4	-4	4	-2	-0.6	0
67	FC(F)(F)c1ccccc1C1C2=C(Nc3ncnn31)c1ccccc1CCC2 (stereo not drawn)	-6	-2.3	-8	·	·	·	7	-1.1	·
68	C/C=C(\C)C(=O)NCCN1C2=NC[C@H](Cc3ccc(O)cc3)N2C[C@@H]1Cc1ccc(OC)cc1	-3	-0.8	-5	-3	-6	7	-25	0.6	-2
69	Cn1cc(/C=C(\C#N)C(=O)Nc2cccc([N+](=O)[O-])c2)c2ccccc21	-2	-2.9	-6	9	-4	10	12	-2.1	14
70	O=C(NCc1ccco1)c1nn2c(C(F)(F)F)cc(-c3cccs3)nc2c1Cl	39	-1.6	0	4	0	5	3	2.0	-1
